Screening data deposited in PubChem by several laboratories.
NFkB transloc pot: enhancers of NFkB p65 translocation in HUVEC – imaging, IL-1B stimulus, high-content imaging, primary screen; activation, % at 2 µM; actives 0.3% (n = 94,000); HUVEC IL-1B NFkB p65 nuclear translocation imaging;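 active means activation above 40%, about the mean plus 3 SD, also judged a hit on visual image review; inconclusive means activation above 40% but not a hit on visual review; inactive means activation not above 40% and no visual hit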;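 further: percent activation is computed from the nuclear over cytoplasmic p65 intensity ratio; values of inactives mirror those of a sister screen read the other way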
NFkB transloc inh: inhibitors of IL-1B driven NFkB p65 nuclear import, primary screen, imaging, HUVEC, IL-1B stimulus, high-content imaging; HUVEC IL-1B NFkB p65 nuclear translocation imaging; inhibition, % at 2 µM; actives 0.43% (n = 94,000); AID 796, 2007;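 active means inhibition above about 30% together with a positive call from visual inspection of the well image, limit read from the data; inconclusive means inhibition above a set limit but visual check negative; inactive means inhibition not above a set limit, visual check negative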;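 further: nuclear over cytoplasmic p65 intensity ratio measured by imaging; 0% = IL-1B stimulated DMSO wells and 100% = unstimulated DMSO wells; values of inactives mirror those of a sister screen read the other way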
Bcl-B displacement: displacers of TR3 peptide from Bcl-B, primary screen, selectivity assay for Bfl-1 inhibitor project, biochemical, fluorescence polarization | Bcl-2-like protein 10 (Homo sapiens) | FP displacement of FITC-TR3 peptide from Bcl-B; higher % means a stronger effect | displacement, % at 20 µM, or IC50 in µM where a hit was titrated | actives 0.11% (n = 96,000) | AID 748, 2007;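 active means displacement above 50% at 20 µM plus a fluorescence interference ratio under 1.5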;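 further: plate controls were wells without compound for no effect and wells lacking Bcl-B protein for full effect; a part of the inactive calls stands beside numbers as strong as those of hits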
MRP reversal: reversal of MRP1-mediated doxorubicin resistance, primary screen, H69AR cells, doxorubicin co-treatment; H69AR cells + 2 uM doxorubicin, CellTiter-Glo, 72 h; actives 0.04% (n = 85,000); AID 602, 2007; differential viability (reversal), % at 10 µM;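 active means viability drop by adding the cancer drug above about 55%, with treated viability meeting a 40% cutoff, limit read from the data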;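 further: viability without doxorubicin minus viability with 2 µM doxorubicin for each compound; larger differential means the compound sensitizes cells more to doxorubicin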
PLAP inhibitors HTS: PLAP enzyme inhibitors, biochemical, luminescence, HTS (AID 690). Alkaline phosphatase, placental type (Homo sapiens). purified PLAP, luminescent substrate; higher % means a stronger effect. one-dose inhibition, % at 20 µM; IC50 in µM for titrated hits. actives 0.08% (n = 96,000); in the data active means a potency from the dose series; inactive means the rest, 99 in 100 with inhibition below about 30%; further: strong numbers were not always called active
MRP reversal cytotoxicity: also measured in MRP reversal; calls as there; viability, %; H69AR cells, CellTiter-Glo, 72 h; measured here: cytotoxicity without doxorubicin
MRP reversal with doxorubicin: also measured in MRP reversal; calls as there; viability, %; measured here: viability with 2 uM doxorubicin; stronger effect = lower value
NFkB transloc inh cell count 2 µM: recorded beside NFkB transloc inh, whose call it bears; cell count; measured here: cells passing quality filter;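 raw number of nuclei counted in each imaged well without normalization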
NFkB transloc pot cell count 2 µM: also measured in NFkB transloc pot; calls as there; cell count; measured here: cells passing quality filter
* = called active by the depositor; ? = inconclusive; / = no result given. Not all compounds are listed; the hit share may differ from the screen's.

The line under a structure holds: NFkB transloc pot	NFkB transloc pot cell count 2 µM	NFkB transloc inh	NFkB transloc inh cell count 2 µM	Bcl-B displacement	MRP reversal	MRP reversal cytotoxicity	MRP reversal with doxorubicin	PLAP inhibitors HTS
1: Cc1ccc(-n2nc3c(c2NC(=O)c2ccc4c(c2)OCO4)CSC3)c(C)c1
 : -36	62	36*	62*	-2%	9	85	76	1%
2: Cc1ccc(-n2ncc3c(NCc4ccc5c(c4)OCO5)ncnc32)c(C)c1
 : ?	/	-55	147	11%	-32	28	60	/
3: CSc1ccc(S(=O)(=O)NC2CCCCCC2)cc1
 : 14	147	-14	147	-2%	15	96	80	33%
4: COC(=O)Cc1cc(=O)n2[nH]cnc2n1
 : -1	131	1	131	7%	-13	94	107	2%
5: COc1cc2c(cc1OC)C1(NCC2)C(=O)Nc2ccccc21 (centres undefined)
 : 24	212	-24	212	5%	14	108	94	17%
6: CCOC(=O)/C(C#N)=C\c1ccc2c(c1)OCO2
 : 6	116	-6	116	/	/	/	/	/
7: COCCOC(=O)C1=C(C)NC2=C(C(=O)CC(C)(C)C2)C1c1cc2c(cc1Br)OCO2 (centres undefined)
 : -8	99	8	99	16%	7	90	83	-74%
8: COc1cc(OC)c(NC(=O)Cn2cccc2)cc1Cl
 : -1	103	1	103	-7%	11	93	82	18%
9: O=C(CCc1nc2ccccc2c(=O)[nH]1)OCc1nnc(-c2ccccc2)o1
 : -5	133	5	133	3%	-5	97	102	-5%
10: CCc1nnc(NC(=O)c2ccc(-c3cccc(C(F)(F)F)c3)o2)s1
 : 14	160	-14	160	-6%	-5	89	94	-31%
11: Cn1cnnc1SCC(=O)Nc1ccc(Br)cc1F
 : 7	158	-7	158	2%	/	/	/	4%
12: Cc1nc(C)c(C(=O)C2=C(O)C(=O)N(CCCN(C)C)C2c2ccco2)s1 (centres undefined)
 : /	/	/	/	-7%	21	100	79	2%
13: Cc1csc(NC(=O)CSc2nnc(CCNC(=O)c3ccc(Cl)c(Cl)c3)n2C)n1
 : 8	181	-8	181	3%	-6	99	104	18%
14: O=C(O)C1CCCCC1C(=O)Nc1cccc(Cl)c1Cl (centres undefined)
 : -6	101	6	101	-2%	5	92	87	3%
15: CCN1CCN(S(=O)(=O)c2ccc3ccccc3c2)CC1
 : 22	181	-22	181	0%	18	100	82	-2%

Already shown: entries from further up.
The line under a structure holds: NFkB transloc pot	NFkB transloc pot cell count 2 µM	NFkB transloc inh	NFkB transloc inh cell count 2 µM	Bcl-B displacement	MRP reversal	MRP reversal cytotoxicity	MRP reversal with doxorubicin	PLAP inhibitors HTS
1: Cc1ccc(-n2nc3c(c2NC(=O)c2ccc4c(c2)OCO4)CSC3)c(C)c1
 : -36	62	36*	62*	-2%	9	85	76	1%
2: Cc1ccc(-n2ncc3c(NCc4ccc5c(c4)OCO5)ncnc32)c(C)c1
 : ?	/	-55	147	11%	-32	28	60	/
3: CSc1ccc(S(=O)(=O)NC2CCCCCC2)cc1
 : 14	147	-14	147	-2%	15	96	80	33%
4: COC(=O)Cc1cc(=O)n2[nH]cnc2n1
 : -1	131	1	131	7%	-13	94	107	2%
5: COc1cc2c(cc1OC)C1(NCC2)C(=O)Nc2ccccc21 (centres undefined)
 : 24	212	-24	212	5%	14	108	94	17%

The list continues.
The line under a structure holds: NFkB transloc pot	NFkB transloc pot cell count 2 µM	NFkB transloc inh	NFkB transloc inh cell count 2 µM	Bcl-B displacement	MRP reversal	MRP reversal cytotoxicity	MRP reversal with doxorubicin	PLAP inhibitors HTS
16: CCOc1ccc(NC(=O)CN2CCN(S(=O)(=O)c3ccc(Cl)cc3)CC2)cc1
 : 10	176	-10	176	0%	-8	63	70	-17%
17: O=C1N/C(=N/NC(=O)c2cccc3ccccc23)S/C1=C\c1ccccc1OCc1ccccc1
 : 21	126	-21	126	-25%	/	/	/	-9%
18: CC1CN(S(=O)(=O)c2cccc(C(=O)OCc3cc(=O)oc4cc(O)ccc34)c2)CC(C)O1 (centres undefined)
 : 16	166	-16	166	17%	9	52	43	-51%
19: CC(C)n1c2ccccc2c2nc3ccccc3nc21
 : 13	120	-13	120	-9%	-3	79	81	12%
20: CCCC(=O)Nc1ccc(NC(=O)c2ccco2)cn1
 : 27	130	-27	130	13%	3	90	87	10%
21: CCOc1ccc(C2CC(c3ccc(OC)cc3)n3ncnc3N2)cc1 (centres undefined)
 : /	/	/	/	1%	6	99	93	-21%
22: COc1cccc(/C(O)=C2/C(=O)C(=O)N(CCN3CCOCC3)C2c2cccnc2)c1 (centres undefined)
 : -14	94	14	94	3%	/	/	/	2%
23: Cc1cccc(CC2CC(=O)N(c3ncccn3)C2=O)c1 (centres undefined)
 : -6	121	6	121	-2%	5	107	102	2%
24: COc1ccc(C2C(C(C)=O)=C(O)C(=O)N2c2nccs2)cc1 (centres undefined)
 : 0	159	0	159	-4%	0	106	106	-4%
25: Nc1cc(=O)[nH]c(SCC(=O)N2CCc3ccccc3C2)n1
 : -9	141	9	141	-5%	/	/	/	9%
26: COc1cccc(C(=O)OCCN(C)C(C)(C)C)c1
 : 6	181	-6	181	3%	13	94	81	13%
27: CCc1[nH]nc2c1C(c1ccc(Br)s1)C(C#N)=C(N)O2 (centres undefined)
 : 7	132	-7	132	0%	1	2	1	-4%
28: Cc1ccc(-c2csc3ncnc(-n4nc(C)cc4N)c23)cc1
 : 1	119	-1	119	-6%	-21	66	87	-7%
29: CCOC(=O)C1CCN(C(=O)c2ccccc2NC(C)=O)CC1
 : 18	168	-18	168	-8%	/	/	/	7%
30: c1ccc(N2CCN(c3nc4cc5c(cc4s3)OCCO5)CC2)cc1
 : -4	102	4	102	0%	-14	77	91	14%
31: COc1cccc(-c2nc(-c3ccccc3)[nH]c(=O)c2C#N)c1
 : -4	137	4	137	4%	/	/	/	-15%
32: CC1C/C(=N/NC(=O)c2cccs2)CC(C)(C)C1 (centres undefined)
 : -26	132	26	132	0%	/	/	/	-2%
33: c1ccc(Oc2cccc(CN3CCCCC3)c2)cc1
 : -10	169	10	169	0%	/	/	/	5%
34: CC(=O)Nc1cccc(NC(=O)c2cc3ccccc3o2)c1
 : -1	111	1	111	7%	10	92	82	14%
35: CCCC(C(=O)N1CCOCC1)N1C(=O)C2C3C=CC(C3)C2C1=O (centres undefined)
 : -7	129	7	129	0%	3	96	93	-16%
36: COc1ccc2ccccc2c1C(O)c1nccn1C (centres undefined)
 : -4	121	4	121	24%	-1	102	103	-104%
37: c1ccc(Oc2cccc(OCCCn3cncn3)c2)cc1
 : -5	108	5	108	2%	9	94	85	-61%
38: CCOC(=O)c1cnn(-c2ncnc3c2oc2ccccc23)c1N
 : /	/	/	/	-5%	-6	95	101	-14%
39: CC(NS(=O)(=O)c1ccccc1)C(=O)Nc1nccs1 (centres undefined)
 : 44*	102*	-44	102	-7%	0	88	88	/
40: CCOCCCN1C(=O)CN(C2CCCCCC2)C(=O)C1c1ccc(OC)cc1 (centres undefined)
 : 20	171	-20	171	-6%	-1	87	89	-36%
41: Cc1onc(-c2ccccc2Cl)c1C(=O)Nc1ccc(-c2cn3cccnc3n2)cc1
 : 6	193	-6	193	-10%	/	/	/	0%
42: CCOc1ccc2nc(NCCCNS(=O)(=O)c3ccc(C)cc3)c(C#N)cc2c1
 : 1	103	-1	103	/	2	74	72	/
43: CC1(C)CC(=O)C2=C(C1)NC(SCC(N)=O)=C(C#N)C21CCCCC1
 : -6	157	6	157	1%	/	/	/	-7%
44: Cc1nc2c(=O)n(C)c(=O)[nH]c2n1Cc1ccccc1
 : -6	58	6	58	2%	-4	94	97	-3%
45: COc1ccc(-c2nc3n(c(=O)c2C#N)CCCS3)cc1
 : -13	141	13	141	-8%	3	91	88	24%

Next section, starting with the last 3 of the part before.
The line under a structure holds: NFkB transloc pot	NFkB transloc pot cell count 2 µM	NFkB transloc inh	NFkB transloc inh cell count 2 µM	Bcl-B displacement	MRP reversal	MRP reversal cytotoxicity	MRP reversal with doxorubicin	PLAP inhibitors HTS
43: CC1(C)CC(=O)C2=C(C1)NC(SCC(N)=O)=C(C#N)C21CCCCC1
 : -6	157	6	157	1%	/	/	/	-7%
44: Cc1nc2c(=O)n(C)c(=O)[nH]c2n1Cc1ccccc1
 : -6	58	6	58	2%	-4	94	97	-3%
45: COc1ccc(-c2nc3n(c(=O)c2C#N)CCCS3)cc1
 : -13	141	13	141	-8%	3	91	88	24%
46: CCN(CC)S(=O)(=O)c1cccc(C(=O)NC(C(=O)NC2=NCCS2)C(C)C)c1 (centres undefined)
 : 12	143	-12	143	3%	19	94	75	-8%
47: CCc1ccc(N(C(C)=O)C2C=CS(=O)(=O)C2)cc1 (centres undefined)
 : -9	162	9	162	-2%	17	103	86	4%
48: COc1ccccc1NC(=O)C(CC=C(Cl)Cl)C(C)=O (centres undefined)
 : -8	143	8	143	-6%	9	80	71	0%
49: CCS(=O)(=O)N1CCCC(C(=O)NCCc2ccc(OC)c(OC)c2)C1 (centres undefined)
 : -19	176	19	176	-5%	10	102	92	-16%
50: OC(COc1ccccc1Cl)CN1CCN(CC(O)COc2ccccc2Cl)CC1 (centres undefined)
 : -3	173	3	173	25%	-11	55	66	-48%
51: CC(C)N(CCNC(=O)C1CCC(=O)N1Cc1ccc(F)cc1)Cc1ccccc1 (centres undefined)
 : -2	184	2	184	-1%	4	88	84	-37%
52: NC(=O)c1ccc(-n2nnnc2SCC(=O)Nc2ccccc2-c2ccccc2)cc1
 : -11	139	11	139	-2%	/	/	/	13%
53: Cn1c(SCC(=O)NC2CCCCC2)nnc1-c1cc2ccccc2o1
 : -4	192	4	192	-9%	11	91	80	-9%
54: Cc1ccccc1C(=O)Nc1nc2n(n1)C(c1ccccc1)CC(=O)N2 (centres undefined)
 : -10	146	10	146	-4%	-28	50	78	-64%
55: Cc1cc(C)c(C(=O)CSC2=NC(N)=C(C#N)C3(CCCCC3)C2C(N)=O)cc1C (centres undefined)
 : 2	158	-2	158	-23%	-3	12	15	-44%
56: Cc1c(NC(=O)CN2CCCc3ccccc32)c(=O)n(-c2ccccc2)n1C
 : 1	133	-1	133	-16%	1	91	90	-1%
57: COc1ccc(-n2c(SCC(=O)N3CCCCC3)nc(O)cc2=O)cc1
 : -6	154	6	154	2%	-2	101	102	-14%
58: Cc1ccccc1NC(=O)Cn1nnc(-c2ccc(N3CCOCC3)cc2)n1
 : -6	171	6	171	6%	12	102	90	8%
59: Cc1cc(N=Cc2cc(Br)ccc2O)no1
 : 18	181	-18	181	-4%	/	/	/	-8%
60: O=C(O)Cn1nnn(-c2ccccc2)c1=S
 : 32	143	-32	143	-6%	-3	95	98	-1%
61: O=C(NCc1ccc2c(c1)OCO2)C1CCCN(C(=O)c2ccc(Cl)cc2)C1 (centres undefined)
 : -4	188	4	188	-10%	/	/	/	-69%
62: CC(C)C(NC(=O)C1CCCCC1)C(=O)NC1CCN(Cc2ccccc2)CC1 (centres undefined)
 : 34	142	-34	142	0%	5	89	84	1%
